# BB579 growth dn = growth inhibitors of yeast BB579 in restrictive medium, primary screen, yeast lifespan-shortening project, S. cerevisiae | AID 804, 2007 | inhibition, % at 10 µM | 140,000 compounds, 0.51% hits | OD615, 48 h;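 active means inhibition above a set limit, 3 SD over the mean compound inhibition, cut at about 44% in these data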; further: inactives centre near -24
#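 Test system: DeaD yeast strain BB579 / Buffer or medium: restrictive glucose-based CSMM-D medium / Doses: single 10 µM dose / Schedule: 4 h cell preincubation, 48 h compound exposure, 30 °C humidified / Technique: culture absorbance at 615 nm / Controls: amphotericin B positive control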
# GALR2 antag = GALR2 antagonists in receptor-expressing cells, primary screen; Galanin receptor type 2 (Homo sapiens), O43603; antagonist mode; inhibition, % at 4 µM; 140,000 compounds, 0.39% hits; AID 828, 2007; in the data active means inhibition above about 27%;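 further: cells stimulated with galanin 1-16 at roughly its EC80; 0% = agonist challenge control and 100% = basal control without agonist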
# Target sequence (O43603 whole entry, looked up): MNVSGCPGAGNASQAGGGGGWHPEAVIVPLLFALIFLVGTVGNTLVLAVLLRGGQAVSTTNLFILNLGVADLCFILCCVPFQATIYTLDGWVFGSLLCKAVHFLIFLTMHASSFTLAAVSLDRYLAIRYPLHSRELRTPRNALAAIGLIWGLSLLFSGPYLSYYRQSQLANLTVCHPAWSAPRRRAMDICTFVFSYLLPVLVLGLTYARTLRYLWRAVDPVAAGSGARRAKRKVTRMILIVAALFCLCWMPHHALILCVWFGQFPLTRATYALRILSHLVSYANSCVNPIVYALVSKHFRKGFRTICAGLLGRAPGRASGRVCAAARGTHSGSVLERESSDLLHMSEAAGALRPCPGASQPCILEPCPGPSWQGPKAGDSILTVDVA
# MRP1 act = H69AR viability gain despite doxorubicin, primary screen, MRP-1 activator project, H69AR cells, CellTiter-Glo | viability rescue | viability increase, % at 10 µM | 140,000 compounds, 0.61% hits | AID 799, 2007;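 active means viability gain under doxorubicin at or above a set limit, the compound median plus 3 SD, cut at about 4.7% in these data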;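 further: MRP-1 overexpressing cells given doxorubicin 25 µM after compound pretreatment; 18-22 h compound pretreatment then 72 h with doxorubicin before readout; 0% = doxorubicin-only wells and 100% = vehicle-treated cells without doxorubicin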
# bCat KO growth = primary screen for growth suppressors in beta-catenin knockout HCT116 cells (colon tumor, human); HCT116 beta-catenin knockout viability, CellTiter-Glo, 60 h; hits give low values; 140,000 compounds, 1.5% hits; viability, % at 10 µM;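 active means viability at or under a set limit, the compound median less 4 SD, cut at about 6% in these data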;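 further: 0% = Hyamine 1622 control at 20 µM and 100% = untreated cell control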
# E-sel TNF inh = E-selectin induction blockers in HUVEC – imaging, immunofluorescence, high content, primary screen. HUVEC TNFa-induced E-selectin immunofluorescence. inhibition, % at 2 µM. 120,000 compounds, 0.71% hits. AID 1246, 2008;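 active means inhibition above the batch mean plus 3 SD, and confirmed as a hit on visual image review, cut at about 43% in these data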;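 further: 0% = TNF-stimulated DMSO wells and 100% = unstimulated control wells; not every result past the cut was called active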
# Phagocyt inh = inhibitors of macrophage phagocytosis, primary screen, imaging, J774A.1 cells, IgG beads; J774A.1 macrophage IgG-bead phagocytosis; inhibition, % at 5 µM; 110,000 compounds, 0.07% hits;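 active means inhibition above the mean of the plate negative controls plus 5 SD, cut at about 13% in these data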;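 further: phagocytic index as fraction of beads internalized from green versus red external bead signal; plate controls were DMSO negative control for no effect and cytochalasin-D positive control for full effect; some results beyond the cut were filed as inactive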
# NPY Y2 blocker = NPY-Y2 receptor antagonists, primary screen, cell-based. Neuropeptide Y receptor type 2 (Homo sapiens), P49146. NPY-Y2 expressing cells, antagonist mode. inhibition, % at 2.7 µM. 140,000 compounds, 0.99% hits; in the data active means inhibition above about 17%;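 further: 0% = vehicle with agonist challenge and 100% = reference antagonist with challenge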
# Target sequence (P49146 whole entry, looked up): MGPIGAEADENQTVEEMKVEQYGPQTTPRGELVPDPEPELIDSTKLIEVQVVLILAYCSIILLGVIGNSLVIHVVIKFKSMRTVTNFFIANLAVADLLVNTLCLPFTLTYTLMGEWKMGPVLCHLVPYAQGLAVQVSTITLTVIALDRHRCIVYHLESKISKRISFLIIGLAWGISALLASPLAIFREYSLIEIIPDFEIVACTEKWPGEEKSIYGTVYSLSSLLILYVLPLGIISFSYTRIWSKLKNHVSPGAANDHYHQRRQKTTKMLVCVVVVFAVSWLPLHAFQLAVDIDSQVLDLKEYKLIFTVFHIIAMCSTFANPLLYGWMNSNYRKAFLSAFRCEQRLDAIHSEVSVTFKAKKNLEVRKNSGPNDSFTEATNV
# Measles CPE = compounds protecting cells from measles virus cytopathic effect, primary screen, measles RdRp inhibitor project, single point, MLSMR library, absorbance. protection (pct of control), % at 4 µM. 140,000 compounds, 1.5% hits. Measles virus-infected cells, CPE protection; in the data active means protection mostly above about 24%, no sharp cut-off; inactive means mostly below about 26%; further: some compounds called inactive have numbers as strong as hits
# HCT116 PTEN-null = growth suppression of PTEN-null HCT116, primary screen, cell-based, CellTiter-Glo; 140,000 compounds, 1.2% hits; viability, % at 10 µM; AID 827, 2007; HCT116 PTEN-null viability, 60 h; hits give low values;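 active means viability at or below a set limit, 4 SD under the median of all tested compounds, cut at about 3.7% in these data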;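 further: PTEN knockout HCT116 line with beta catenin targeted HCT116 as companion control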
# Yeast life ext = compounds extending yeast replicative lifespan, primary screen, S. cerevisiae, OD615 | S. cerevisiae growth with nicotinamide; deaD strain in restrictive glucose medium | inhibition of the nicotinamide effect, % at 10 µM | 130,000 compounds, 0.68% hits | AID 775, 2007;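 active means inhibition above a set limit, placed 3 SD over the median of all compounds, cut at about 26% in these data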;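 further: 0% = nicotinamide-treated wells and 100% = cells grown without nicotinamide; some compounds called inactive have numbers as strong as hits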
#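 assay system = DeaD-strain S. cerevisiae | measured by = absorbance at 615 nm | probe or stimulus = nicotinamide 1.5 mM | buffer or medium = CSMM-D glucose medium, restrictive | times = 48 h at 30 °C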
# The depositor's hits bear a star; x = not tested or not shown.
SMILES,BB579 growth dn,GALR2 antag,MRP1 act,bCat KO growth,E-sel TNF inh,Phagocyt inh,NPY Y2 blocker,Measles CPE,HCT116 PTEN-null,Yeast life ext
O=C(O)c1cnn2c1NC(c1ccc(F)cc1)CC2C(F)(F)F (centres undefined),-15,11,-2.8,99,-24,0,2,16,98,-11
C/C(=C\c1ccccc1)CN(C)CCN(C)C,-10,4,-2.6,91,30,-1,0,0,93,-4
Cc1cc(NC(=O)CSc2ccc3nnc(-c4ccccc4)n3n2)no1,-32,-11,-3.2,106,17,0,1,6,87,-18
COc1ccc(C(=O)Nn2cnnc2)c(OC)c1,-62,-8,-1.4,105,-1,0,1,14,111,1
Cn1nccc1C(=O)Nn1cnnc1,-24,-6,-0.4,92,x,-1,0,6,97,-3
COc1ccc(CN2CCN(CC(O)Cn3c4ccccc4c4ccccc43)CC2)cc1 (centres undefined),-7,-18,-3.9,16,x,1,6,7,14,5
COc1ccc(C2=NOC(C(=O)NC(C)(C)C)C2)cc1 (centres undefined),-8,-5,-2.5,96,x,2,-1,8,90,-5
CCn1c(COc2ccc(C)cc2)nnc1SCC(=O)Nc1cc(OC)ccc1OC,-3,-4,3.7,58,4,0,3,49*,55,-8
O=C(/C=C\Nc1ccccn1)c1ccccc1,-42,10,-0.7,93,-9,1,1,9,86,-1
Cc1[nH]c2ccccc2c1C(=O)CN1CCC2(CC1)OCCO2,-16,-8,-2.7,81,27,-1,3,4,85,-17
CC(C)Oc1ccccc1OCCN(C)C,-6,6,0.2,92,14,3,0,14,108,3
CCCCNC(=S)N(C)/N=C/c1ccc(OCc2ccc(C(=O)OC)cc2)c(OC)c1,-18,3,-1.3,80,x,-6,5,12,82,0
Cn1c(SCC(=O)NCc2ccco2)nc2ccccc2c1=O,-6,3,-3.3,97,x,-2,2,43,88,-19
Cc1cc(NC(=O)COC(=O)CCCOc2ccc(Cl)cc2C)no1,-11,-2,-0.9,96,-1,0,11,8,107,-12
O=C(O)c1ccc(CSCc2ccccc2F)o1,-29,10,0.6,94,-20,-1,4,10,104,-8
O=C(NCCc1c[nH]c2ccccc12)c1cc(S(=O)(=O)N2CCCCC2)ccc1N1CCOCC1,-22,-6,-3.8,71,x,-1,-1,4,71,-7
COc1cc(C(=O)NC2CC3CCCC(C2)N3CC(=O)Nc2ccccc2)cc(OC)c1OC (centres undefined),-35,-1,-4.3,86,-3,-1,-2,14,86,-29
COC(=O)CSc1nnc(SCc2ccc(Cl)cc2)s1,8,-6,-0.1,107,2,1,4,14,99,-6
Cc1cccc(CCNC(=O)C2CCC(=O)N2Cc2ccc(F)cc2)c1 (centres undefined),-20,13,-1.4,88,-12,-1,5,14,90,4
CCC1CCCCN1C(=O)COc1cc(=O)n(C)c2ccccc12 (centres undefined),13,-2,-4.0,90,x,-1,1,1,86,2
COC(=O)c1cc(OC)c(OC)cc1NC(=S)N1CCCCC1,1,12,-2.9,82,0,-4,4,30,89,-16
Cc1cc(NC(=O)CSc2nnc(-c3ccco3)n2Cc2ccccc2)no1,5,12,-3.2,93,11,x,-1,7,84,x
CC(C)NC(=O)NS(=O)(=O)c1cnccc1NC1CC2CCC1C2 (centres undefined),-16,-13,-0.3,96,-7,x,0,7,98,x
CCCc1cc(C(=O)Nc2nccs2)cs1,-56,-1,0.5,90,-8,x,-3,11,93,-17
CCOC(=O)c1cccc(NC(=O)Nc2cc(OC)ccc2OC)c1,-34,-7,0.2,105,3,4,0,5,91,-3

# An excerpt of these results, with values under each structure:
# Results follow in this order: BB579 growth dn, GALR2 antag, MRP1 act, bCat KO growth, E-sel TNF inh, Phagocyt inh, NPY Y2 blocker, Measles CPE, HCT116 PTEN-null, Yeast life ext
COc1ccc(C(=O)Nn2cnnc2)c(OC)c1
 : -62, -8, -1.4, 105, -1, 0, 1, 14, 111, 1
Cn1nccc1C(=O)Nn1cnnc1
 : -24, -6, -0.4, 92, x, -1, 0, 6, 97, -3
COc1ccc(CN2CCN(CC(O)Cn3c4ccccc4c4ccccc43)CC2)cc1 (centres undefined)
 : -7, -18, -3.9, 16, x, 1, 6, 7, 14, 5

# (more compounds)
SMILES,BB579 growth dn,GALR2 antag,MRP1 act,bCat KO growth,E-sel TNF inh,Phagocyt inh,NPY Y2 blocker,Measles CPE,HCT116 PTEN-null,Yeast life ext
CCOC(=O)CSc1nc2sc3c(c2c(=O)[nH]1)CCCC3,-40,-5,0.4,96,x,0,8,3,107,-9
Cc1ccc(S(=O)(=O)C2(S(=O)(=O)c3ccc(C)cc3)CCCC2)cc1,-43,7,-2.1,18,-36,-2,2,6,19,2
COc1ccc2nc(NCCCNC(=O)c3cc(OC)c(OC)c(OC)c3)c(C#N)cc2c1,-1,2,-3.7,93,6,-1,2,14,98,-14
Brc1ccc(N=C(c2ccccc2)c2ccncc2)cc1,-11,-5,-2.8,104,x,-10,2,4,95,-1
COc1ccccc1N1CCN(C(=O)COc2cc(C)ccc2C)CC1,-31,11,-2.3,92,-2,0,1,23,94,0
CCCCCn1c(N2CCN(c3cccc(Cl)c3)CC2)nc2c1c(=O)[nH]c(=O)n2C,-42,-7,-3.7,65,13,0,1,7,56,-8
COc1ccc(CCNC(=O)C(C(=O)c2ccc(F)cc2)n2ccccc2=O)cc1OC (centres undefined),-20,-8,-2.7,92,3,-6,2,8,90,-5
O=C(O)CCC(=O)NCc1cn(-c2ccccc2)nc1-c1cccc(Br)c1,-25,2,-0.8,100,1,3,1,21,103,-4
CCOC(=O)c1cc(-c2ccncc2)nc2c1c(C)nn2-c1ccccn1,-35,0,-1.9,60,10,x,11,27,61,-9
NC(=O)c1ncn([C@@H]2O[C@H](CO)[C@@H](O)[C@H]2O)n1,-22,8,0.0,106,x,x,1,19,107,5
Cc1cc(NC(=O)COC(=O)CCC(=O)c2ccc(F)cc2)no1,-44,-13,0.3,101,x,x,8,8,106,-11
C/C(CC1CC2=C(CC1(C)C)C(C)(C)CCC2)=N\NC(N)=S (centres undefined),13,-4,-5.6,9,-10,-1,12,5,28,-2
O=S(=O)(c1ccc(Br)s1)N1CCN(c2ccccc2)CC1,x,-1,x,x,-4,-1,1,x,x,x
O=C(Nc1ccc(N2CCCCC2)c(Cl)c1)c1ccc2c(c1)OCCO2,-19,-8,1.9,20,-7,-1,7,23,33,-13
CS(=O)(=O)NCc1ccc(C(=O)NCCOc2ccccc2)cc1,-21,-6,-0.7,105,-4,-1,1,4,103,-12
COC(=O)C1=NN(c2ccc(C)cc2)C2(S1)SC(C(C)=O)=C(C)N2c1ccccc1 (centres undefined),-17,-16,2.4,83,2,0,3,8,81,-13
O=C(O)CC(=O)Nc1ccccc1,0,-7,-2.2,89,14,x,1,21,94,-3
Cc1sc2ncnc(SCC(=O)NC(=O)NCc3ccco3)c2c1C,-50,5,-1.9,98,22,-1,-1,0,97,x
CCOc1cc(/C=C2/NC(=O)N(CC(=O)Nc3cccc(C)c3)C2=O)ccc1OC,-17,5,-4.6,67,x,x,0,11,49,-29
C=CCOc1c(Cl)cc(CNCCC)cc1Cl,-9,-4,-0.4,69,1,0,3,2,62,-8
CCOc1ccc(/C=C2\C(=O)c3ccccc3OC2c2ccccc2)cc1 (centres undefined),-70,3,-0.4,61,9,x,7,1,48,-10
CC1=NN(c2ccccc2)C(=O)/C1=C\c1ccc(Oc2ccc([N+](=O)[O-])cc2[N+](=O)[O-])cc1,-45,1,-4.2,19,26,-8,3,12,30,4
CCc1nnc(NC(=O)CCC(=O)N2CCN(C3CCCCC3)CC2)s1,-15,3,-0.4,99,18,-1,-1,1,100,-1
CCN1CCN(C(=O)CCCCCn2c(=O)[nH]c3cc(C(=O)OC)ccc3c2=O)CC1,3,6,0.5,101,x,-1,2,21,98,-15
COc1ccc(S(=O)(=O)N2CCOCC2)cc1Cl,2,-11,-2.7,95,29,-1,4,6,86,0

# (next part)
SMILES,BB579 growth dn,GALR2 antag,MRP1 act,bCat KO growth,E-sel TNF inh,Phagocyt inh,NPY Y2 blocker,Measles CPE,HCT116 PTEN-null,Yeast life ext
Cc1c(NC(=O)Nc2cccc(Cl)c2)c(=O)n(-c2ccccc2)n1C,-22,-15,-0.5,89,-10,0,5,16,104,-10
COC(=O)CCC(NC(=O)c1cc(C)oc1C)C(=O)OC (centres undefined),-17,2,-0.8,93,-5,x,1,7,111,x
Cc1ccc(C(=O)c2oc3ccccc3c2N)cc1,-17,6,-3.6,74,-54,x,-1,20,87,x
CN(Cc1cnn(C)c1)C(=O)C1CCCCC1C(=O)O (centres undefined),-47,-8,-2.5,92,8,x,2,14,91,x
Cn1c(SCCCC(=O)c2ccccc2)nnc1-c1ccncc1,-13,11,-1.6,107,33,0,1,7,94,-26
COc1cc(-c2cc(N)n(S(=O)(=O)c3ccc(F)cc3)n2)cc(OC)c1OC,-12,1,1.9,71,-21,x,0,11,78,-12
CCCCn1c(NCCO)nc2ccccc21,-9,-7,-3.6,88,x,x,2,2,90,-1
COc1cc(NC(=O)NCCN2CCN(c3ccc(Cl)cc3)CC2)ccc1C,-24,0,-2.0,54,-12,4,-2,6,62,-15
CCCc1cc(C(N)=O)c(NC(=O)c2ccoc2C)s1,-62,-6,-2.1,57,-10,0,-1,20,58,-16
COc1cccc(-c2nnc3sc(-c4ccccn4)nn23)c1,-23,1,-1.0,85,19,-1,1,14,91,-13
COc1ccc2c(c1)CC/C2=N\NC(=O)c1ccccc1,-41,8,0.2,99,-15,1,3,4,99,-7
COc1ccccc1NC(=O)Cn1ncc2c1-c1ccccc1OC2,-19,0,-2.4,83,x,0,1,0,87,-12
CCOC(=O)CN1C=C(c2ccc3ccccc3n2)C(C[N+](=O)[O-])c2ccccc21 (centres undefined),-4,5,-4.9,79,18,-1,1,8,69,-8
O=C(NCCC1=CCCCC1)C1CCN(c2nc3ccccc3o2)CC1,0,-2,-2.6,79,6,0,2,9,85,-4
COc1ccc(NC(=O)CSc2nc(N3CCCCC3)nc(N3CCCCC3)n2)cc1,-48,-11,-3.0,96,-29,x,-2,2,94,-18
Cc1ccc(-c2nc3ccccc3[nH]2)cc1NC(=O)c1ccco1,1,0,-3.5,95,56,0,6,16,86,-8
Cn1ccc(C(=O)OCC(=O)c2ccccc2)n1,-32,0,-1.1,100,9,-1,-1,5,86,-11
Cc1ccc(CNC(=O)C2=NNC(=O)CC2)cc1,-35,2,-1.5,95,-33,-1,10,4,98,5
CC12COC3(C(=O)Nc4ccc(Cl)cc4)CC1CCC32C (centres undefined),-44,7,1.4,74,x,-2,14,15,88,12
Cc1ccc(C)c(NC(=O)CN(C)C(=O)Cc2ccccc2)c1,-10,-7,1.3,94,x,-5,2,12,99,0
